Screens from PubChem.
PfG6PD inh: PfG6PD enzyme inhibitors, primary screen, biochemical, fluorescence intensity, uHTS; glucose-6-phosphate dehydrogenase-6-phosphogluconolactonase (Plasmodium falciparum 3D7); PfGluPho enzyme, NADPH resazurin-diaphorase fluorescence; inhibition, % at 20 µM; hit rate 0.78% among 350,000; AID 504690, 2011;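 active means inhibition reaching at least a set limit at 20 µM in the primary screen, cut at about 59% in these data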;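 further: 0% = DMSO wells with substrate and 100% = DMSO wells lacking glucose-6-phosphate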
SENP6 inh: SENP6 protease inhibitors, primary screen, biochemical, luminescence, uHTS; Sentrin-specific protease 6 (Homo sapiens), Q9GZR1; Recombinant SENP6 catalytic domain, aminoluciferin luminescence; inhibition, % at 10 µM; hit rate 1.8% among 330,000; AID 2599, 2010;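 active means inhibition above about 50% at the single tested dose, limit read from the data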;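 further: plate controls were DMSO wells with enzyme for no effect and DMSO wells lacking enzyme for full effect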
SENP8 inh: human SENP8 protease inhibitors, primary screen, biochemical, fluorescence, Nedd8 protein substrate, uHTS. Sentrin-specific protease 8 (Homo sapiens), Q96LD8. recombinant SENP8. inhibition, % at 20 µM. hit rate 0.64% among 360,000. AID 602440, 2012; in the data active means inhibition mostly above about 40%, no sharp cut-off; inactive means mostly below about 27%
Target sequence (Q96LD8 whole entry, looked up): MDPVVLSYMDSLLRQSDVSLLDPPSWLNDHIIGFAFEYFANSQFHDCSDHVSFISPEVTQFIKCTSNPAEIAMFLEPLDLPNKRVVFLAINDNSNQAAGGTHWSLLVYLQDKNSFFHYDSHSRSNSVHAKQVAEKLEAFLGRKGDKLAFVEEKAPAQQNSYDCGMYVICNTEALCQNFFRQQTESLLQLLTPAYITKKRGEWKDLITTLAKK
NR3A LBD binder: binders of NR3A ligand-binding domain, primary screen, biophysical, differential scanning fluorimetry, uHTS; NR3A LBD differential scanning fluorimetry, Tm shift; 0% = protein alone, 100% = glycine-bound protein; Tm shift relative to glycine control, % at 25 µM; hit rate 2.5% among 340,000; AID 1259313, 2017;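 active means melting temperature shift of at least 10% of the positive control shift, at one fixed dose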
MPTP block: mitochondrial permeability transition pore inhibitors, primary screen, biochemical, isolated mouse mitochondria, absorbance | Ca2+ swelling absorbance, 30 min | inhibition, % at 10 µM | hit rate 1.4% among 360,000 | AID 602449, 2012;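 active means inhibition of 50% or more, scaled per plate between neutral and stimulator controls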;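 further: 0% = DMSO wells given calcium and 100% = 1 mM EGTA wells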
SENP7 inh: SENP7 protease inhibitors, primary screen, biochemical, luminescence, uHTS; Sentrin-specific protease 7 (Homo sapiens), Q9BQF6; recombinant SENP7, Z-RLRGG-aminoluciferin luminescence, 40 min; inhibition, % at 5 µM; hit rate 1.5% among 330,000; AID 434973, 2010;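 active means inhibition above about 50% at the single test dose, limit read from the data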;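 further: plate controls were DMSO with enzyme for no effect and no enzyme buffer wells for full effect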
HKDC1 inh: HKDC1 hexokinase inhibitors, primary screen, biochemical, fluorescence, uHTS. Q2TB90. recombinant HKDC1, G6PDH/diaphorase resazurin coupled fluorescence. inhibition, % at 20 µM. hit rate 0.16% among 340,000. AID 493160, 2011;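 active means inhibition above about 35% when tested at 20 µM, limit read from the data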;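 further: plate controls were DMSO wells with enzyme for no effect and DMSO wells lacking enzyme for full effect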
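Assay system: recombinant HKDC1 hexokinase; detection: coupled resazurin fluorescence, excitation 525 nm, emission 613 nm; benchmarks: DMSO-plus-enzyme-mix negative control, buffer-substituted positive control; compound dosing: single 20 µM dose; schedule: 90 min at room temperature in dark; also added: glucose plus 1 mM ATP as hexokinase substrates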
ATG4B inh: ATG4B protease inhibitors, primary screen, biochemical, fluorescence, uHTS; Cysteine protease ATG4B (Homo sapiens), Q9Y4P1; ATG4B cleavage of LC3-PLA2, NBD-HPC fluorescence, 1 h; inhibition, % at 8.33 µM; hit rate 0.51% among 340,000; in the data active means inhibition above about 40%
Target sequence (Q9Y4P1 whole entry, looked up): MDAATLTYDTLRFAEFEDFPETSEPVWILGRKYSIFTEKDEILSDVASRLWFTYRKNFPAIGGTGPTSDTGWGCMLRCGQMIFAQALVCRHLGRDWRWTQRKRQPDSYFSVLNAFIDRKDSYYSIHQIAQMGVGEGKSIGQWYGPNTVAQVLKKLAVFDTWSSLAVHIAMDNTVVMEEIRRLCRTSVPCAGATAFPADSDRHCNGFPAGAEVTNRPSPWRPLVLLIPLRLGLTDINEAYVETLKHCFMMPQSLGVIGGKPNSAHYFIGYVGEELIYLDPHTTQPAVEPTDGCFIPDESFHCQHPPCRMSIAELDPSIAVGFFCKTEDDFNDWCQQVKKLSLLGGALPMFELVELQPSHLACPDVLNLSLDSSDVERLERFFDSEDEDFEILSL
* = called active by the depositor; x = no result given; & = joins results of further samples. Rows are unselected. Share with any hit: about 6.9%.

SMILES | PfG6PD inh | SENP6 inh | SENP8 inh | NR3A LBD binder | MPTP block | SENP7 inh | HKDC1 inh | ATG4B inh
Cn1c(=O)c2c(SCC(=O)Nc3cccc(F)c3)nc(-c3ccco3)nc2n(C)c1=O | 6.1 | -12.1 | 1.6 | 2.5 | -1.1 | -2.5 | -1.9 | 6.3
Oc1ccc(NC(=S)Nc2ccccc2)cc1 | 12.8&12.9 | -30.6&-27.9 | 14.7&9.0 | -0.9&3.3 | 0.2&-0.9 | 7.4&6.1 | 5.0&13.4 | 9.2&-6.0
Cc1ccsc1C(=O)OCC(=O)NCC1CCCO1 (stereo unspecified) | -5.2 | -12.7 | 14.4 | 0.1 | 0.0 | 11.0 | -2.4 | 1.8
CCC(C)(C)NC(=O)C(c1ccccc1)N(Cc1cccs1)C(=O)Cn1nnc2ccccc21 (stereo unspecified) | -10.0 | -16.2 | 14.1 | -2.1 | -1.6 | -3.5 | -0.4 | -5.4
CCOC(=O)c1cccnc1SC(CC)C(=O)N1CCOCC1 (stereo unspecified) | -2.2 | 5.9 | 9.1 | -1.5 | -3.8 | -3.4 | -10.9 | 5.3
CCc1ccccc1NC(=O)CNCC(=O)Nc1ccccc1CC | 8.5 | 9.2 | -3.4 | 1.4 | -0.7 | -2.8 | -1.9 | 5.2
COC(=O)c1ccccc1NC(=O)c1cc(-c2ccco2)on1 | -3.6 | 3.3 | -32.1 | -0.1 | -3.3 | -11.8 | -7.0 | 0.6
CCOC(=O)N1CCN(C(=O)C(=O)NN)CC1 | -6.9 | 24.1 | 12.7 | -0.5 | -0.7 | 2.9 | -1.3 | -0.3
CC(=O)Nc1ccc(C(=O)CSc2nnc(-c3ccccc3F)n2CCc2ccccc2)cc1 | 23.9 | x | 4.4 | -2.3 | 0.3 | x | -2.3 | -9.3
COc1cc2c(cc1OC)CN(CC(=O)Nc1ccc(C#N)cc1)CC2 | -9.2 | -14.6 | -152.0 | 0.3 | 0.1 | -3.3 | 3.5 | -6.1
Cc1cccc(-c2nc(-c3ccncc3)no2)c1 | -5.1 | -4.8 | 22.0 | -0.1 | 0.9 | 81.7* | 0.3 | 1.2
O=C(O)c1ccc2c(c1)OCCOCCOCCOCCOCCO2 | -21.2 | -9.5 | 19.2 | -1.0 | 0.1 | -5.2 | 0.5 | 1.5
Cc1ccc(CN(Cc2cccnc2)C(=S)Nc2cccc(Cl)c2C)cc1 | 34.6 | 3.3 | 21.6 | -7.3 | 0.8 | -1.6 | -2.4 | -11.4
CC(=O)c1cccc(NC(=O)CCS(=O)(=O)c2ccc(Br)s2)c1 | 0.1 | -10.2 | 7.9 | 3.7 | 1.1 | 3.7 | -4.0 | 17.0
Cn1cc2ccc([N+](=O)[O-])cc2n1 | -1.7 | -29.7 | 14.2 | 2.6 | -1.0 | -8.2 | -3.3 | -8.4
CCCC1(C(=O)OC)NC(c2ccc(OC)c(OC)c2)C2C(=O)N(c3ccc4c(c3)OCO4)C(=O)C21 (stereo unspecified) | 3.6 | -2.0 | 22.4 | -0.8 | -0.1 | -7.5 | 1.2 | -6.3
COCCN(C(=S)Nc1cccc(OC)c1)C1CCN(C(C)C)CC1 | 3.4 | 5.4 | 9.0 | -1.3 | 1.0 | 1.9 | -10.8 | -4.6
C[C@H](Nc1ccc(C(F)(F)F)cc1[N+](=O)[O-])C(=O)O | -0.7 | -13.0 | 8.3 | 1.5 | 1.9 | -0.1 | -0.6 | -6.2
CCn1c(SCC(=O)Nc2nc(-c3ccccc3)cs2)nnc1-c1ccccc1 | 45.5 | -2.3 | 2.3 | 0.1 | 1.2 | -7.9 | -1.1 | -9.9
O=C(Cc1ccc(Br)cc1)Nc1cccc(S(=O)(=O)N2CCOCC2)c1 | 4.2 | -2.8 | 12.4 | -6.3 | 0.3 | 0.5 | 6.6 | -9.7

2 records drawn at random from the list so far, as already listed:
SMILES | PfG6PD inh | SENP6 inh | SENP8 inh | NR3A LBD binder | MPTP block | SENP7 inh | HKDC1 inh | ATG4B inh
CC(=O)c1cccc(NC(=O)CCS(=O)(=O)c2ccc(Br)s2)c1 | 0.1 | -10.2 | 7.9 | 3.7 | 1.1 | 3.7 | -4.0 | 17.0
CCn1c(SCC(=O)Nc2nc(-c3ccccc3)cs2)nnc1-c1ccccc1 | 45.5 | -2.3 | 2.3 | 0.1 | 1.2 | -7.9 | -1.1 | -9.9

The listing continues:
SMILES | PfG6PD inh | SENP6 inh | SENP8 inh | NR3A LBD binder | MPTP block | SENP7 inh | HKDC1 inh | ATG4B inh
C=CCn1c(/N=C/c2ccc(OC)cc2)nc2ccccc21 | -4.3 | 34.5 | 23.7 | 1.7 | -1.0 | -6.3 | -1.4 | 12.8
CCOC(=O)N1CCN(C(=O)c2ccc(NS(=O)(=O)c3ccc(F)cc3)cc2)CC1 | 4.0 | 0.7 | 8.2 | -0.9 | 0.3 | 1.2 | -13.3 | -6.3
Cc1cc(C)nc(N/N=C/c2ccco2)n1 | 3.4 | -12.2 | 12.1 | -13.5 | 0.9 | -2.5 | -11.9 | 17.6
CCOc1cc(CNc2ccc(O)cc2)ccc1OCc1ccc(Cl)cc1Cl | 88.1* | -2.8 | 75.4* | -7.7 | -1.0 | 71.7* | 18.9 | -0.7
O=C(NCCN1CCOCC1)c1cc(Cl)ccc1Cl | -8.1 | -3.0 | 9.5 | -0.9 | -0.1 | -5.1 | -3.3 | -3.9
COc1ccccc1NNC(=O)c1cccnc1Oc1ccccc1 | 16.4 | -22.5 | 29.6 | -1.1 | 1.9 | -6.0 | 1.5 | -7.0
S=c1[nH]nc(-c2ccc(Cl)cc2)n1-c1cccnc1 | 30.3 | -3.8 | 15.9 | 2.0 | -0.1 | -1.1 | -4.7 | 0.0
C=CCSc1nc2c(c(=O)[nH]c(=O)n2C)n1C/C=C(/C)Cl | -3.3 | -9.1 | 10.6 | -2.2 | -0.7 | 3.6 | -4.9 | -6.6
O=S(=O)(c1cccc(-c2cn3ccccc3n2)c1)N1CCCCC1 | 0.2 | 9.4 | -371.4 | 2.7 | 0.1 | 9.2 | 2.3 | 2.5
Cc1cc2c3c(c1C)C1(C(=O)N3C(C)(C)CC2C)C(C#N)=C(N)OC2=C1C(=O)CC(C)(C)C2 (stereo unspecified) | 12.7 | -1.0 | 12.2 | 0.4 | -0.8 | -2.2 | 5.4 | -13.7
COc1ccc(S(=O)(=O)NCc2cccnc2)cc1OC | -1.4 | 11.7 | 3.9 | 1.6 | 0.1 | -8.8 | 2.3 | -7.8
COc1ccc(CSc2nnc(-c3ccncc3)n2N)cc1 | -21.6 | 9.2 | 11.1 | x | -0.5 | -0.7 | -1.0 | 4.4

Sorted by length of the SMILES (descending): some entries from above
SMILES | PfG6PD inh | SENP6 inh | SENP8 inh | NR3A LBD binder | MPTP block | SENP7 inh | HKDC1 inh | ATG4B inh
Cc1cc2c3c(c1C)C1(C(=O)N3C(C)(C)CC2C)C(C#N)=C(N)OC2=C1C(=O)CC(C)(C)C2 (stereo unspecified) | 12.7 | -1.0 | 12.2 | 0.4 | -0.8 | -2.2 | 5.4 | -13.7
CCOC(=O)N1CCN(C(=O)c2ccc(NS(=O)(=O)c3ccc(F)cc3)cc2)CC1 | 4.0 | 0.7 | 8.2 | -0.9 | 0.3 | 1.2 | -13.3 | -6.3
C=CCSc1nc2c(c(=O)[nH]c(=O)n2C)n1C/C=C(/C)Cl | -3.3 | -9.1 | 10.6 | -2.2 | -0.7 | 3.6 | -4.9 | -6.6
CCOc1cc(CNc2ccc(O)cc2)ccc1OCc1ccc(Cl)cc1Cl | 88.1* | -2.8 | 75.4* | -7.7 | -1.0 | 71.7* | 18.9 | -0.7
O=S(=O)(c1cccc(-c2cn3ccccc3n2)c1)N1CCCCC1 | 0.2 | 9.4 | -371.4 | 2.7 | 0.1 | 9.2 | 2.3 | 2.5
S=c1[nH]nc(-c2ccc(Cl)cc2)n1-c1cccnc1 | 30.3 | -3.8 | 15.9 | 2.0 | -0.1 | -1.1 | -4.7 | 0.0
COc1ccccc1NNC(=O)c1cccnc1Oc1ccccc1 | 16.4 | -22.5 | 29.6 | -1.1 | 1.9 | -6.0 | 1.5 | -7.0
COc1ccc(S(=O)(=O)NCc2cccnc2)cc1OC | -1.4 | 11.7 | 3.9 | 1.6 | 0.1 | -8.8 | 2.3 | -7.8
O=C(NCCN1CCOCC1)c1cc(Cl)ccc1Cl | -8.1 | -3.0 | 9.5 | -0.9 | -0.1 | -5.1 | -3.3 | -3.9
Cc1cc(C)nc(N/N=C/c2ccco2)n1 | 3.4 | -12.2 | 12.1 | -13.5 | 0.9 | -2.5 | -11.9 | 17.6
